RAD54 branch = inhibitors of human RAD54 branch migration. AID 602329. inhibition, % at 10.4 µM. RAD54 Holliday junction branch migration, FAM/BHQ fluorescence. Q92698. 360,000 tested, 0.14% active;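 active = mean normalized replicate activity at least 40 and at least half of replicates scoring 40 or more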;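 also: 0% = median of neutral control wells and 100% = median of positive control wells; inhibitors cause a drop in the FAM fluorescence signal; in these data hits start at about 50%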
esBAF inh = inhibitors of esBAF chromatin remodeling in mouse ES cells | Bmi1-luciferase knock-in reporter, 24 h; 100% = twice the neutral-well signal | reporter increase, % at 12.5 µM | 350,000 tested, 2% active | AID 602393; in the data active = activation above about 40%;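 also: 0% = median of the plate's neutral control wells and 100% = double that signal; a rise in the Bmi1 reporter signal indicates esBAF inhibition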
ERAP1 inh = blocks human ERAP1 aminopeptidase activity. Q9NZ08. recombinant ERAP1, Leu-AMC fluorescence, 60 min. inhibition, % at 10.7 µM. 340,000 tested, 0.15% active. AID 652197;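 active = mean replicate inhibition of at least 30%, or all replicates individually reaching that 30% level; inactive = mean below 30% and not every replicate reaching it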;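 also: 0% = neutral control wells and 100% = L-leucinethiol positive control wells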
Target sequence (Q9NZ08 whole entry, looked up): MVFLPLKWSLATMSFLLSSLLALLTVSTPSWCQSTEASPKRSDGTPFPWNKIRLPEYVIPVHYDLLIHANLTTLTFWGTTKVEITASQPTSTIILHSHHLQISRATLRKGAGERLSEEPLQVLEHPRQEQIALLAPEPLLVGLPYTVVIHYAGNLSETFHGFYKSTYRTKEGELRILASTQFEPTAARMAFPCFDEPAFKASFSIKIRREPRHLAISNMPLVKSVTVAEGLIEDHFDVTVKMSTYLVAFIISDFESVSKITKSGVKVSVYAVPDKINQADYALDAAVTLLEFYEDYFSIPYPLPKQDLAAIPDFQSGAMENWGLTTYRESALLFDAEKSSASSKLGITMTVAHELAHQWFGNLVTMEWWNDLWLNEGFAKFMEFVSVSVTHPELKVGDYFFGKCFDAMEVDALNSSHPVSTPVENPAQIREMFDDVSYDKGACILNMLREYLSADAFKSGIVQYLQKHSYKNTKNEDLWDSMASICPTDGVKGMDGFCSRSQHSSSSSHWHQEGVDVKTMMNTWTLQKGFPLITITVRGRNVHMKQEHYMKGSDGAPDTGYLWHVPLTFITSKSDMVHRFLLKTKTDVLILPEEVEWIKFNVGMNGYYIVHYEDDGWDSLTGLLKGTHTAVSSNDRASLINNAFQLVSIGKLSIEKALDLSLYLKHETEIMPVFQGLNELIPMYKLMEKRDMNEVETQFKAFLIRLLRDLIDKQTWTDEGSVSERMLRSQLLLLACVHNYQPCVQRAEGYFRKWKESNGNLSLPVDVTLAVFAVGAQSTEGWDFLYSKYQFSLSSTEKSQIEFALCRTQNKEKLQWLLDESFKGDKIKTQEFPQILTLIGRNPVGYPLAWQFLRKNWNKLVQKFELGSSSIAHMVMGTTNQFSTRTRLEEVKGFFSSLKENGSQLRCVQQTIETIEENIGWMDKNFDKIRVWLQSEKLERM
INS-1E GSIS act = primary screen for activators of insulin secretion dependent on glucose, INS-1E cells, GLuc reporter luminescence | INS-1E GLuc reporter insulin secretion, 2-3 h | activation, % at 16.6 µM | 370,000 tested, 0.61% active;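 active = lowest replicate activation of at least 40%, so every replicate reaches that level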;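 also: 0% = median of neutral control wells and 100% = median of IBMX positive control wells; some compounds called inactive have numbers as strong as hits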
ARNT TACC3 PPI = disruptors of human ARNT/TACC3 interaction | Q9Y6A5 | AlphaScreen His-ARNT PAS-B/GST-TACC3 binding, luminescence; TACC3 fragment carries E629A point mutation | inhibition, % at 9.99 µM | 390,000 tested, 0.66% active | AID 623870;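 active = mean inhibition of replicates at least 50% and at least half of replicates each reaching 50%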;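 also: 0% = complete ARNT plus TACC3 wells and 100% = ARNT alone without TACC3; many hits fall short of the cut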
RAD52 anneal inh = blocks human RAD52 DNA annealing; P43351; recombinant RAD52 DNA annealing, FRET fluorescence; inhibition, % at 18.7 µM; 360,000 tested, 0.46% active; AID 651710;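 active = every replicate showing at least 50% inhibition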
F508del corr = CFTR F508del correction in bronchial cells; CFBE cells, YFP halide quenching; stimulated with forskolin plus potentiator P3; % fluorescence drop versus neutral controls; activity (quench increase), % at 7.58 µM; 350,000 tested, 0.36% active; AID 720511;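 active = mean added fluorescence quench of at least 8% versus neutral control, with both replicates also reaching 8%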;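 also: cells transiently co-express mutant CFTR-F508del with the halide-sensitive YFP; corrector assay measuring rescue of mutant channel to the surface after 24 h compound exposure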
XiGFP reactiv = X-chromosome reactivation activator; XiGFP mouse fibroblasts, % GFP-positive cells imaging, 3 d; cells co-treated with 5-aza-dC sensitizer; scaled so ellipticine positive control = 100%; activation, % at 7.58 µM; 360,000 tested, 0.055% active;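 active = mean normalized replicate activation at least 10% and every replicate at or above 10%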;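 also: 0% = median of on-plate neutral control wells and 100% = ellipticine 6 µM median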
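Assay system: SV40-immortalized XiGFP fibroblast cells, line 68-5-11; buffer or medium: DMEM plus 5-aza-dC sensitizer; compound: one concentration, pinned; timing: compounds 3 days, fix/stain 15 min at room temperature; benchmarks: positive control ellipticine, 6 µM final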
Numbers without * were called inactive; / = no result given; & = joins results of further samples.

Start of the listing, in advance, 3 compounds:
SMILES	RAD54 branch	esBAF inh	ERAP1 inh	INS-1E GSIS act	ARNT TACC3 PPI	RAD52 anneal inh	F508del corr	XiGFP reactiv
Cc1ccc(-c2nc3ncccc3o2)cc1NC(=S)NC(=O)c1ccco1	/	/	-1	14	/	-19	1.6	0.2
COc1ccc(NC(=S)NCCc2ccc(S(N)(=O)=O)cc2)c(OC)c1	/	-7	-9	1	3	-23	4.1	0.6
O=C(C[C@@H]1C=C[C@H](NS(=O)(=O)c2ccc(F)cc2)[C@H](CO)O1)NCCN1CCCCC1	-2	-1	1	0	/	6	-0.6	-0.1

This part in full, previewed entries included:
SMILES	RAD54 branch	esBAF inh	ERAP1 inh	INS-1E GSIS act	ARNT TACC3 PPI	RAD52 anneal inh	F508del corr	XiGFP reactiv
Cc1ccc(-c2nc3ncccc3o2)cc1NC(=S)NC(=O)c1ccco1	/	/	-1	14	/	-19	1.6	0.2
COc1ccc(NC(=S)NCCc2ccc(S(N)(=O)=O)cc2)c(OC)c1	/	-7	-9	1	3	-23	4.1	0.6
O=C(C[C@@H]1C=C[C@H](NS(=O)(=O)c2ccc(F)cc2)[C@H](CO)O1)NCCN1CCCCC1	-2	-1	1	0	/	6	-0.6	-0.1
CN(C)c1ccc(C(=O)OCC(=O)NCC2CCCO2)cc1 (stereo not given)	1	7	0	12	-6	-6	/	/
COc1ccc(C(CCN2CCCC(C)C2)c2c(OC)cc(OC)c3c(-c4ccccc4)cc(=O)oc23)cc1 (stereo not given)	9	-13	/	13	21	2	1.3	0.8
C[C@@H]1CN([C@@H](C)CO)C(=O)c2cc(C#CCN(C)C)cnc2O[C@H]1CN(C)Cc1ccccc1	-12	1	-3	9	-2	0	-2.1	0.0
CC(=O)N1CC2(CC(c3ccccc3F)=NO2)CN1c1ccc(Cl)cc1 (stereo not given)	/	55*	/	-8	/	-4	2.1	0.1
COC(=O)c1cn(NC(=O)c2cc([N+](=O)[O-])ccc2F)c(=O)c2ccccc12	/	/	0	39	0	8	8.7*	0.4
CO[C@@H]1CN(C)C(=O)c2cc(NC(=O)Nc3cccc(F)c3)ccc2OC[C@H](C)NC[C@H]1C	-8	1	-1	3&-11	-2	14	1.1	-0.4&-0.3
Cc1ccc2c(c1)/C(=C/c1ccccc1)C(=O)N2	-4	0	-1	-13	6	-3	-0.1	0.0
CC(C)CN(C(=O)CSc1n[nH]c(-c2cccs2)n1)C1CCS(=O)(=O)C1 (stereo not given)	4	6	-3	-6	2	-2	-2.0	0.0
O=C(NC1CCCCC1)C1CC(=O)N(c2cccc([N+](=O)[O-])c2)C1 (stereo not given)	-12	16	4	-1	-7	-6	3.2	0.3
COc1ccc(CC(=O)NCC(=O)N/N=C/c2sccc2C)cc1	4	2	-1	-4	3	-22	-3.2	1.9
O=Cc1ccccc1OCCN1CCCC1=O	1	4	0	-7	5	-4	3.4	0.0
Nc1ncc(Br)cc1S(=O)(=O)NCCC(=O)NCc1ccc(F)cc1	1	-6	3	-8	-2	-17	0.5	0.0
CC1(C)OC(=O)C2=C(C[C@@H](C3CCCCC3)O[C@H]2c2ccc(Cl)cc2)O1	2	1	0	/	/	-7	0.9	0.0
O=C(CN1CCCCC1)N/N=C/c1ccccc1Br	6	10	2	6	-1	-4	-1.9	0.2
OCc1nnc2c3ccccc3c(-c3ccccc3)nn12	-3	-10	-2	41*	8	-2	/	/
O=C(NCC(c1ccco1)N1CCCC1)c1cc2ccccc2s1 (stereo not given)	12	8	0	32	1	-67	-1.5	0.1
O=C(Nc1cccc(C(=O)O)c1)/C(=C\c1ccc2c(c1)OCO2)NC(=O)c1ccc(Br)o1	/	/	-4	-6	-9	-12	-3.1	0.1
CC(=O)Nc1ccc(C(=O)/C=C/c2ccc[nH]2)cc1	/	33	2	-2	3	-19	-0.3	0.1
CCc1ccc(-c2nnn(CC(=O)N(C3CCCC3)C3CCS(=O)(=O)C3)n2)cc1 (stereo not given)	1	4	-2	-2	0	-7	-0.2	0.0
CNS(=O)(=O)c1cccc(C(=O)NC2CCCc3ccccc32)c1 (stereo not given)	-2	-5	-1	11	-47	0	-1.0	0.5
CC(NC(=O)c1ccc(N2CCCC2=O)cc1)c1ccccc1 (stereo not given)	-8	6	-1	17	-1	-15	0.8	/
COc1ccc(CN(C)C[C@@H]2Oc3ccc(NC(=O)Nc4ccc(F)cc4)cc3CC(=O)N([C@@H](C)CO)C[C@@H]2C)cc1	17	-6	-2	-29	5	-8	-1.6	-0.2
C[C@H](CO)N1C[C@H](C)[C@H](CN(C)Cc2ccccc2)OCCCC[C@H](C)Oc2ccc(NS(=O)(=O)c3cccs3)cc2C1=O	-3	-2	-8	-10	-1	13	-0.1	0.3
Cc1ccc(S(=O)(=O)N(Cc2ccc(C(F)(F)F)cc2)C(=O)N2CCN(C)CC2)cc1	19	-7	-2	-15	-4	-4	-0.7	0.1
COCCNC(=O)C[C@@H]1C[C@@H]2c3cc(NC(=O)CN(C)C)ccc3O[C@@H]2[C@@H](CO)O1	-5	-5	-1	4	/	-3	1.1	0.0
CCCNC(=O)N1CCC(c2nc3ccccc3s2)CC1	2	2	1	2	0	-8	1.2	0.0
Cc1ccsc1/C=N/NC(=O)C(O)c1ccccc1 (stereo not given)	-2	1	-1	7	7	-4	0.4	0.0
C/C=C/c1ccc([C@H]2[C@@H](CO)N3CCCCN(C(=O)Nc4ccc(F)cc4)C[C@H]23)cc1	11	-3	-1	-18	2	22	0.0	0.3
COC(=O)C1=C(C)n2cnnc2NC1c1ccc(Cl)cc1 (stereo not given)	1	-2	-1	10	-5	-6	-0.1	0.3
COCC(=O)Nc1ccc2c(c1)C(=O)N(C)[C@H]1CC[C@H](CC(=O)NCc3ccc(OC)cc3)O[C@H]1CO2	-10	3	/	1	-5	/	0.2	0.5
O=C(O)C(NS(=O)(=O)c1ccccc1)C(O)c1ccccc1 (stereo not given)	2	-6	-2	-6	-9	3	0.7	0.0
COCC(=O)Nc1ccc2c(c1)[C@@H]1C[C@@H](CC(=O)N3CCN(C)CC3)O[C@@H](CO)[C@@H]1O2	10	-2	/	0	-8	/	1.4	0.0
COC1=CC(=O)OC(c2ccccc2)C1 (stereo not given)	/	/	3	-7	/	-6	-2.5	0.2
O=C(NC(=S)Nc1ccc(Cc2ccncc2)cc1)c1ccccc1	-3	35	/	10	-2	/	/	-0.1
CCC(=O)N1C[C@H]2[C@@H](c3ccccc31)[C@H](CO)N2C(=O)CC1CC1	9	-9	1	4	-4	12	1.2	0.0
COc1ccccc1N(CC(=O)N1CCN(Cc2ccccc2)CC1)S(=O)(=O)c1ccccc1	-5	-8	-9	-21	/	17	0.5	0.3
CCC(=O)N1Cc2cc(C(=O)N3CCCCC3)nc(-c3cccc(-c4cccnc4)c3)c2[C@H]1CCO	/	/	-1	0	/	-14	-2.7	0.0
Oc1c(Cl)cc(CN2CCOCC2)c2cccnc12	3	-13	0	-33	71*	-15	27*	-0.3
Cc1cccc(N(Cc2cc3ccccc3[nH]c2=O)C(=O)c2cccs2)c1	/	/	/	-23	-2	-13	-0.1	0.1
CO[C@H]1CN(C)C(=O)c2ccc(NC(C)=O)cc2OC[C@H](C)N(C(=O)c2ccccn2)C[C@H]1C	-8	-4	0	-5	-4	2	0.6	0.1
COc1ccc2c3c(n(C)c2c1)[C@@H](CO)N(CC1CC1)CC31CN(Cc2ccc(F)cc2)C1	/	/	2	-8	/	38	-0.8	0.0
Cn1c(=O)c2cc(NC(=O)CCc3ccc(O)cc3)ccc2n1Cc1cccc(C(F)(F)F)c1	-5	-4	17	-13	/	-44	0.6	0.0
CC(=O)c1cccc(-c2ccnc3c2CC(C(=O)NCc2ccc(N4CCN(C)CC4)cc2)O3)c1 (stereo not given)	34	/	-6	-9	/	27	-2.5	-0.1
Cc1ccc(NC(=S)N2CCN(c3ccccc3F)CC2)c(C)c1	-8	-1	-1	-6	8	-8	4.9	0.0
O=C(NC1CCCC1)[C@H]1N[C@H]2c3ccc(-c4cccc(F)c4)c(=O)n3C[C@H]2[C@@H]1CO	/	/	2	-13	/	58*	0.0	0.0
Cc1ccc2c(CC(=O)NC3CCS(=O)(=O)C3)coc2c1C (stereo not given)	1	0	-1	-1	-4	-8	-1.2	0.1
C[C@@H]1CN([C@H](C)CO)C(=O)c2cc(-c3cccnc3)cnc2O[C@@H]1CN(C)C(=O)Nc1ccc2c(c1)OCO2	5	4	1	1	2	11	0.4	0.0

New compounds follow:
SMILES	RAD54 branch	esBAF inh	ERAP1 inh	INS-1E GSIS act	ARNT TACC3 PPI	RAD52 anneal inh	F508del corr	XiGFP reactiv
Cc1nnc(NC(=O)CC(C)c2ccccc2)s1 (stereo not given)	-11	1	-2	0	-1	-4	-2.5	0.2
COc1cccc(C(=O)N2CCn3c2nc2ccccc23)c1	7	19	/	8	0	-6	-3.7	/
CCCS(=O)(=O)N1CCN(Cc2ccc3c(c2)c2ccccc2n3CC)CC1	-3	/	/	-2	-7	/	/	0.3
C=CCN1c2ccccc2[C@]23C[C@@H](C(=O)OC)N=C2NC(C(=O)OC)=C(C(=O)OC)[C@H]13	1	2	6	-10	-1	-5	2.4	0.1
CCCN(CC1CC1)C(=S)NC(=O)c1ccc(S(=O)(=O)N2CCOCC2)cc1	-2	-9	-1	-13	9	-8	4.1	0.0
CCCSc1nc(-c2ccccc2)cc(C(F)(F)F)c1C#N	/	/	-1	1	-1	-7	-3.0	/
COc1ccc(NC(=O)CSc2nc(N)c(C#N)cc2C#N)cc1	/	/	14	-1	-6	-40	-0.8	/
CCOP(=O)(OCC)C(NC(=O)Nc1ccccc1)c1ccccc1 (stereo not given)	0	/	-2	4	-1	-5	-1.4	0.0
CCNC(=S)/N=C(/Nc1ccccc1)Nc1nc(C)cc(C)n1	-21	/	-1	/	/	-314	-1.2	0.1
COc1ccc(C(=O)Nc2ccc3ccccc3c2)c(OC)c1	2	-28	-1	9	-1	-8	2.1	0.2
CCCc1nc2oc3ccccc3c(=O)c2c(=O)n1-c1ccccc1	-8	/	-2	-5	/	-17	0.3	0.0
CCOc1nc(-c2ccccc2)ncc1Oc1ccccc1	-8	/	/	7	/	-14	-2.6	0.2
O=C(NCc1cccs1)c1cnc2sccn2c1=O	-16	-1	4	12	-2	-7	-3.5	0.0
CCOc1ccc(NC(=O)CN(c2ccc([N+](=O)[O-])cc2)S(=O)(=O)c2ccccc2)cc1	/	/	1	-33	1	-14	15*	0.3
COc1ccc(CCNC(=O)CSc2c[nH]c3ccccc23)cc1OC	-9	5	5	12	5	-12	-2.8	0.1
CC(=O)c1c(C)[nH]c(C(=O)CSc2ncnc3sc(-c4ccccc4)cc23)c1C	/	/	7	-17	-1	-17	/	-0.1
C[C@@H]1CN([C@@H](C)CO)C(=O)c2cc(NC(=O)c3ccncc3)ccc2O[C@H]1CN(C)C(=O)Nc1ccccc1	-4	-6	0	2	8	2	2.8	0.3
CC(Oc1cccc(Br)c1)C(=O)NNC(=O)CCNC(=O)c1ccccc1Cl (stereo not given)	1	-2	-2	0	-225	-11	-3.2	-0.1
COc1ccc(NC(=O)c2ccco2)cc1S(=O)(=O)N1CCCCC1	-7	4	2	8	-3	-9	-2.5	0.0
CCn1c(SCC(=O)Nc2sccc2C(N)=O)nnc1C1CC1	-4	-6	-3	-18	19	-9	0.8	0.0
Cc1sc(NC(=O)C2C3CCC(C3)C2C(=O)O)c(C(N)=O)c1-c1ccc(C(C)(C)C)cc1 (stereo not given)	18	/	-7	-31	-6	-19	-3.5	0.0
CCN1CCCC(NC(=O)c2scc3c2CCCC3)C1 (stereo not given)	3	-5	-3	/	-8	-4	-0.6	-0.1
